Source: PubChem BioAssay
PG9 binder: binders of HIV-1 gp120 antibody PG9, primary screen, biochemical, TR-FRET. TR-FRET gp120-PG9 antibody binding. inhibition, % at 6.7 µM. 360,000 compounds, 0.43% hits. AID 624416, 2012; in the data active = inhibition above about 8.5%
FXN GAA850 act: FXN promoter activators, primary screen, cell-based, luciferase luminescence, HEK293 lucGAA850; HEK293 lucGAA850 FXN promoter luciferase reporter, 24 h; percent of 10 µM SAHA response; activation, % at 6 µM; 360,000 compounds, 0.56% hits; AID 540364, 2011;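 active = activation above the average of all compounds screened plus 3 SD, cutoff fixed separately per campaign, cut at about 7.5% in these data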;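 note: 0% = DMSO wells and 100% = 10 µM SAHA wells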
hcDAF-12 act: H. contortus DAF-12 nuclear receptor activators, primary screen, cell-based, luminescence, HEK293, lit1-tk-luc reporter. HEK293 hcDAF-12 lit1-tk-luc reporter; 0% DMSO, 100% Δ7-dafachronic acid. activation, % at 6.8 µM. 370,000 compounds, 1.4% hits;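 active = activation above the mean of all tested compounds plus 3 SD, cut at about 5.5% in these data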;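 note: 100% = response to 3 µM Δ7-dafachronic acid high control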
DAX1 inh-1: DAX1 (NR0B1) inhibitors, primary screen, cell-based, HEK293, Gal4-DAX1, luciferase luminescence. Nuclear receptor subfamily 0 group B member 1 (Homo sapiens), P51843. HEK293 Gal4-DAX1 luciferase reporter. inhibition, % at 6.75 µM. 340,000 compounds, 0.99% hits. AID 504766, 2011;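 active = inhibition above the mean over all tested compounds plus 3 SD, cut at about 4.2% in these data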;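 note: 0% = DAX1-transfected cells with DMSO and 100% = empty-vector control cells with DMSO; inhibition shows as a rise in luminescence from relieved DAX1 repression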
Target sequence (P51843 207-470 limits assumed): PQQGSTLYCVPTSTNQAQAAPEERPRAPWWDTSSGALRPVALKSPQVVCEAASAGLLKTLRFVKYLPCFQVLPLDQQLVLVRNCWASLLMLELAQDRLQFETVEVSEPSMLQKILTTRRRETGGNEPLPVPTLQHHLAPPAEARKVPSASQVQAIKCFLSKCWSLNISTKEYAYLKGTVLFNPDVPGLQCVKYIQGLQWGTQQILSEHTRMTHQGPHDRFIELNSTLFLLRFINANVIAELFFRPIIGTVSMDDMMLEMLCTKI
ADAM10 inh: human ADAM10 inhibitors, primary screen, biochemical, QFRET, HTS | Disintegrin and metalloproteinase domain-containing protein 10 (Homo sapiens), O14672 | recombinant ADAM10, EDANS/DABCYL FRET peptide cleavage, 3 h | inhibition, % at 7 µM | 370,000 compounds, 0.62% hits;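 active = inhibition above a per-campaign cutoff equal to the mean of compounds falling between control-based bounds plus 3 SD, cut at about 20% in these data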;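 note: 0% = DMSO wells while the 100% control is not disclosed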
Target sequence (O14672 214-748 limits assumed): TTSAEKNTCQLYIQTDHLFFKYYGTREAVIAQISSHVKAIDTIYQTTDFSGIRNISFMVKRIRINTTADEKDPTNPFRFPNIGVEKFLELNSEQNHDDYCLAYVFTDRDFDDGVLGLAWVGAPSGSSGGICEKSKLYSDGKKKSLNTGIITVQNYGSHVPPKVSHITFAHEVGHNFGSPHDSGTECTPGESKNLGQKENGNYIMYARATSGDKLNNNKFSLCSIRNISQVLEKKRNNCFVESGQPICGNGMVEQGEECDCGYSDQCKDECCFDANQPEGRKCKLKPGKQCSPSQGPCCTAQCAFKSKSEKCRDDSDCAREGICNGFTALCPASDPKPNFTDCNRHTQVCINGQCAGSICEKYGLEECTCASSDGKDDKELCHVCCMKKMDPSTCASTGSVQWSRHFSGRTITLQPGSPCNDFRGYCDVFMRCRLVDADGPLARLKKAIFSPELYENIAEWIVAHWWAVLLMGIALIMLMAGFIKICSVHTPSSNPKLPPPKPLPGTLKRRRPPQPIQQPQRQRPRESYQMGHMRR
NPR1 activator: GC-A stimulated cGMP production enhancers – HEK293 GC-A cells, cGMP TR-FRET, EC30 ANP, primary screen; activation, % at 10 µM; 370,000 compounds, 0.14% hits; 0% at EC30 ANP, 100% saturating ANP; Atrial natriuretic peptide receptor 1 (Homo sapiens), P16066; in the data active = activation above about 40%
ADAM17 inh: ADAM17 inhibitors, primary screen, biochemical, QFRET; Disintegrin and metalloproteinase domain-containing protein 17 (Homo sapiens), P78536; recombinant ADAM17, EDANS/DABCYL FRET peptide cleavage; inhibition, % at 6.95 µM; 370,000 compounds, 0.83% hits; AID 720648, 2013;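 active = inhibition above the mean of compounds lying between control limits plus 3 SD, set per campaign, cut at about 8.5% in these data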;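 note: 0% = DMSO-only wells as the low control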
ssDAF-12 act: S. stercoralis DAF-12 nuclear receptor activators, primary screen, cell-based, luminescence, HEK293, GRIP1 co-expression, lit1-tk-luc | HEK293 ssDAF-12/GRIP1 lit1-tk-luc reporter; % of 3 µM dafachronic acid response | activation, % at 6.8 µM | 370,000 compounds, 1% hits;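 active = activation above the mean over all tested compounds plus 3 SD, cut at about 0.9% in these data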;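 note: 0% = DMSO-only wells and 100% = 3 µM delta7-dafachronic acid wells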
DAX1 inh-2: DAX1 (NR0B1) inhibitors on StAR promoter, primary screen, cell-based, luminescence, SF-1 (NR5A1), full-length DAX-1 | HEK293T StAR-luciferase reporter, SF-1/DAX-1 repression relief | inhibition, % at 6.8 µM | 370,000 compounds, 1.1% hits | AID 652010, 2013;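 active = inhibition above the mean over all tested compounds plus 3 SD, cut at about 3.6% in these data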;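 note: 0% = DAX-1 cells with DMSO and 100% = cells lacking DAX-1 with DMSO; higher inhibition means more luminescence from relief of DAX-1 repression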
SMARCA2 act: SMARCA2 (BRM) function activators, primary screen, cell-based, luminescence, high throughput; MG213 cells, MMTV-luciferase reporter, dexamethasone, overnight; activation, % at 9.1 µM; 370,000 compounds, 1% hits; in the data active = activation above about 7.8%;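 note: 0% = vehicle wells and 100% = reference activator wells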
hgDAF12 agonist: H. glycines DAF-12 receptor agonists, primary screen, cell-based, luminescence, HEK293, GAL4 fusion, UAS-luciferase | HEK293 GAL4-hgDAF12 UAS-luciferase reporter, agonist luminescence; normalized to butyrate control | activation, % at 6.8 µM | 370,000 compounds, 1.8% hits | AID 687014, 2013;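 active = activation above a cutoff set at the mean of all screened compounds plus 3 SD, cut at about 10% in these data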;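 note: 0% = DMSO wells and 100% = sodium butyrate wells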
The depositor's hits bear a star; · = not tested or not shown.

Results follow in this order: DAX1 inh-2 | hcDAF-12 act | ssDAF-12 act | ADAM10 inh | SMARCA2 act | NPR1 activator | PG9 binder | ADAM17 inh | FXN GAA850 act | DAX1 inh-1 | hgDAF12 agonist
COC(=O)C1=C(C)NC(=O)C1(Nc1ccc(Cl)cn1)C(F)(F)F (configuration not stated)
 : 0.1 | -1.2 | -2.1 | -4 | 1 | -11 | 1.5 | -3 | 1.2 | 0.5 | 2.8
COC(=O)C1=C(C)NC(C)=C(C(=O)OC)C1C(=O)OCC(=O)c1ccc(F)cc1
 : -0.3 | -1.5 | -1.4 | -37 | 4 | 0 | -1.9 | -20 | 1.6 | -1.0 | 0.6
Cc1ccc(-n2cc(CNCCN3CCOC3=O)c(-c3ccc(F)cc3)n2)cc1
 : -0.4 | -0.1 | -1.4 | 1 | -2 | 1 | -1.9 | -6 | -1.1 | 0.9 | -0.7
CCOc1cc(/C=C/C(=O)c2ccc(C)cc2)ccc1OCC(=O)N(C)C
 : -2.3 | -3.8 | -2.2 | 0 | -3 | 8 | -0.8 | 0 | -14 | -4.0 | -12
CC(=O)N=Nc1[nH]c(N)c2ccccc12
 : -0.9 | 2.2 | -1.2 | -2 | 1 | 1 | -0.5 | 0 | 0.5 | 0.4 | -0.9
COC(=O)C1(Cc2ccc(O)c(CC3OC3(C)C)c2)OC(=O)C(O)=C1c1ccc(O)cc1 (configuration not stated)
 : -0.1 | 3.2 | -0.5 | -15 | -2 | -3 | -4.3 | -9 | -0.3 | 0.5 | 3.8
CCN(CCN(C)C)C(=O)c1ccc2nc(C)c(N(C)C(=O)CCc3ccccc3)n2c1
 : 1.9 | -0.4 | -1.5 | -12 | 0 | -1 | -0.5 | -3 | 0.7 | · | -0.4
O=C(CSc1nc2ccccc2s1)NN=Cc1ccc(O)cc1O
 : -0.7 | 0.0 | -1.4 | 1 | -6 | -3 | · | 4 | · | · | -1.4
O=C(O)CCc1nc2cc(C(F)(F)F)ccc2n(Cc2ccccc2)c1=O
 : 0.3 | -1.4 | -0.3 | -20 | 1 | 20 | -0.3 | -7 | -0.3 | -0.3 | -0.7
Cc1nc(N2CCN(S(=O)(=O)c3ccc(F)cc3)CC2)c2c(-c3cccs3)csc2n1
 : 0.0 | -0.6 | -1.0 | 1 | -2 | -6 | -1.6 | 0 | 0.0 | 1.1 | 4.1
COCCn1c(SCc2nc3scc(-c4ccc(Cl)cc4)c3c(=O)[nH]2)nnc1-c1cccc(C)c1
 : -0.8 | -0.8 | -2.0 | 17 | -5 | -8 | 0.9 | 7 | 1.5 | 1.3 | -2.6
O=C(NCc1ccccc1)[C@H]1CCCN1C(=O)[C@H]1CCCN1C(=O)N1CCCCC1
 : 0.5 | -1.2 | -1.3 | 15 | 0 | 1 | -0.6 | 2 | · | · | 0.2
COc1cccc(C(=O)Nc2ccccc2)c1
 : 0.5 | 0.8 | -1.2 | -1 | 2 | 3 | 3.2 | -3 | 1.3 | 1.9 | 6.2
CCNc1nc(NCC)nc(NS(=O)(=O)c2ccc(N)cc2)n1
 : 0.3 | 0.2 | -0.8 | 3 | 0 | 1 | -1.7 | 1 | 1.0 | 0.3 | 0.5
C=CCn1cnc2c(sc3nc(C)cc(C)c32)c1=O
 : 0.2 | 0.2 | -1.4 | -6 | 2 | 9 | -0.7 | -3 | 4.7 | 1.2 | 2.7

2 records picked at random from the list so far, as already listed:
Results follow in this order: DAX1 inh-2 | hcDAF-12 act | ssDAF-12 act | ADAM10 inh | SMARCA2 act | NPR1 activator | PG9 binder | ADAM17 inh | FXN GAA850 act | DAX1 inh-1 | hgDAF12 agonist
CCN(CCN(C)C)C(=O)c1ccc2nc(C)c(N(C)C(=O)CCc3ccccc3)n2c1
 : 1.9 | -0.4 | -1.5 | -12 | 0 | -1 | -0.5 | -3 | 0.7 | · | -0.4
CC(=O)N=Nc1[nH]c(N)c2ccccc12
 : -0.9 | 2.2 | -1.2 | -2 | 1 | 1 | -0.5 | 0 | 0.5 | 0.4 | -0.9

Later entries
Results follow in this order: DAX1 inh-2 | hcDAF-12 act | ssDAF-12 act | ADAM10 inh | SMARCA2 act | NPR1 activator | PG9 binder | ADAM17 inh | FXN GAA850 act | DAX1 inh-1 | hgDAF12 agonist
Cc1ccc(S(=O)(=O)N2CCN(C(=O)COC(=O)c3oc4ccccc4c3C)CC2)cc1
 : -1.2 | 0.5 | -0.5 | -8 | -1 | -3 | -0.2 | -1 | -1.5 | -0.3 | -0.7
CCN1CCCC1CN(Cc1cc2ccc(C)cc2[nH]c1=O)C(=S)Nc1ccccc1C(=O)OC (configuration not stated)
 : 0.0 | 1.1 | -1.1 | -15 | 0 | -8 | 1.3 | -5 | -9.5 | 1.8 | 4.0
O=C1[C@H]2[C@@H](c3ccc(F)cc3)N3C(=O)N(c4cccc(F)c4)C(=O)[C@@]3(Cc3ccc(Cl)cc3)[C@H]2C(=O)N1C1CCCCC1
 : -0.2 | 0.3 | -1.4 | -2 | 0 | -4 | -1.5 | -2 | 12* | 0.7 | 2.8
CC(C)(C)c1ccc(S(=O)(=O)N2CCN(Cc3cc4c(cc3O)OCO4)CC2)cc1
 : 1.8 | -1.1 | 0.3 | -26 | -2 | -2 | 0.5 | 0 | 0.2 | 0.5 | 0.4
COc1cc2c(cc1OC)CN(C(=O)COc1ccccc1[N+](=O)[O-])CC2
 : -0.2 | -0.1 | -0.7 | -10 | -2 | 1 | -0.2 | -6 | 2.9 | 2.1 | 0.1
CCSC1=N/C(=C\c2ccccc2)C(=O)N1
 : -0.6 | 0.0 | -1.5 | -8 | -3 | -4 | -1.4 | -3 | 3.8 | 2.8 | 1.2
CCOC(=O)c1ccc(NC(=O)CSc2nnnn2C2CCCCC2)cc1
 : -0.3 | 0.9 | 0.1 | 12 | -1 | -1 | -1.4 | -1 | 0.6 | 0.9 | 0.6
CCN(CC)Cc1c(O)ccc2c([N+](=O)[O-])c(C)n(-c3ccc(OC)cc3)c12
 : -0.6 | -1.8 | -1.7 | 18 | -1 | -5 | -2.7 | 0 | -8.1 | -1.2 | 1.8
Cc1ccc(S(=O)(=O)N(C)CC(=O)N2CCCc3ccccc32)cc1
 : 0.3 | -1.5 | -0.7 | -4 | -2 | -1 | 1.5 | 4 | 2.5 | -0.8 | -2.4
COc1ccc(OC)c(S(=O)(=O)Nc2c(C)n(C)n(-c3ccccc3)c2=O)c1
 : 0.1 | -1.3 | -0.8 | 2 | -1 | -4 | -1.1 | 2 | 0.1 | 1.2 | -0.3
COc1ccc(NC(C)=O)cc1S(=O)(=O)NCCc1ccccn1
 : -0.8 | -0.1 | -1.0 | -5 | 0 | 0 | 0.3 | 1 | 0.1 | 0.8 | 1.6
Cc1cc(C)cc(N(C(=O)c2csnn2)C(C(=O)NC2CCCCC2)c2ccncc2)c1 (configuration not stated)
 : 0.3 | -1.9 | -1.2 | -2 | -2 | -8 | -0.8 | -2 | 2.7 | -0.4 | -1.1
Cc1ccc(-c2cnc(-c3ccccc3C(=O)O)o2)cc1
 : 0.9 | 4.2 | 0.0 | -458 | 4 | 2 | -0.8 | -181 | 2.3 | -0.3 | 6.4
O=C(N/N=C/c1ccsc1)c1cc2ccccc2o1
 : -0.8 | -0.1 | -1.2 | -7 | 2 | -3 | -2.5 | -3 | 2.2 | 0.9 | 0.8
NC(=S)N=Nc1c(O)n(CCCl)c2ccccc12
 : -0.6 | -2.8 | -0.9 | -4 | -1 | -38 | -4.1 | -2 | 1.7 | · | -3.0
O=C(N/N=C/c1ccccc1Cl)C1CC1
 : 0.1 | -2.2 | -0.7 | -6 | 0 | 3 | -1.7 | -6 | 4.2 | 0.1 | -0.3
COCCNC(=O)NC(=O)COC(=O)C1(c2ccc(Cl)cc2)CC1
 : 0.2 | -2.0 | -0.8 | 2 | -1 | -4 | -1.4 | -1 | -0.1 | -1.0 | -2.5
CN1CCN(C(=O)C2CCN(S(=O)(=O)c3ccc(F)cc3)CC2)CC1
 : -0.2 | -1.9 | -0.9 | 8 | 1 | -2 | -1.4 | -2 | -1.1 | 1.6 | -0.3
O=C(NCc1cccnc1)C(=O)Nc1nc(C23CC4CC(CC(C4)C2)C3)cs1
 : -0.1 | -2.5 | -1.8 | 8 | -6 | -4 | 0.0 | 4 | 3.0 | 0.9 | -1.5
CCN(CC(=O)Nc1ccccc1OC)CC(=O)Nc1sccc1C#N
 : -0.1 | 0.0 | -0.9 | -1 | 2 | -4 | 0.1 | -1 | 0.8 | 0.6 | 2.6
COCC1CCCN(C(=O)c2ccc(OC3CCN(Cc4ccccn4)CC3)cc2)C1 (configuration not stated)
 : -1.0 | -0.7 | -0.9 | -8 | 5 | 1 | -0.7 | -7 | -0.2 | 0.4 | -1.9
N#CCCn1cc(C(=O)O)c(-c2ccc3ccccc3c2)n1
 : 0.2 | -1.1 | -1.1 | 2 | 5 | 0 | -2.3 | -2 | 1.5 | -0.9 | 2.5
CC(C)(C)NC(=O)C(c1ccc(O)cc1)N(C(=O)Cn1nnc(-c2ccc(F)cc2)n1)c1ccccc1F (configuration not stated)
 : -0.7 | -2.1 | -1.9 | 16 | -4 | -16 | 0.7 | 9.9* | 0.6 | -1.2 | -3.2
CN1C(=O)C(O)(CC(=O)c2cccs2)c2ccccc21 (configuration not stated)
 : 0.0 | -1.3 | -0.9 | -7 | -1 | -2 | -0.8 | -3 | 3.6 | 0.8 | 0.2
OC1CCCN(c2c3c(nc4cc(-c5cccc(F)c5)nn24)CCCC3)C1 (configuration not stated)
 : 2.5 | 1.3 | -0.8 | -38 | 5 | 11 | -1.5 | -12 | 14* | -0.4 | 7.3
Cc1csc2ncc(C(=O)Nc3cccc(C(F)(F)F)c3)c(=O)n12
 : 1.4 | 0.9 | -1.1 | -3 | 2 | -6 | 0.5 | 5 | -0.5 | 0.8 | 1.1
Cc1ccc(NC2CCCN(C(=O)CSc3ccncc3)C2)cc1C (configuration not stated)
 : 0.4 | 1.1 | -0.8 | -13 | -4 | -5 | -1.9 | -3 | 1.8 | 0.0 | -0.5
O=C(CN1C(=O)NC2(CCCC2)C1=O)OCc1cc(=O)n2cc(Br)ccc2n1
 : 1.2 | -2.1 | -1.3 | -2 | 5 | 1 | -2.3 | -5 | -0.3 | 4.0 | 0.1
O=c1ccc2cc(S(=O)(=O)N3CCN(c4ccc(Cl)cc4)CC3)ccc2o1
 : -0.2 | -1.6 | -1.0 | -4 | 4 | -20 | 1.5 | -2 | 2.8 | 2.6 | 2.3
